# Source: PubChem BioAssay (Fisher Drug Discovery Resource Center)
# mcGAS RapidFire – mouse cGAS inhibition by mass spec; recombinant mouse cGAS, cGAMP by RapidFire MS; inhibition, % at 12.5 µM; 130,000 tested, 0.18% active; AID 1259397;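 active means inhibition of cGAS enzyme activity at or above 60%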;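 further: enzyme stimulated by 45 bp dsDNA with ATP and GTP substrates; cGAMP share of summed cGAMP plus half ATP and half GTP signals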
# Target sequence (Q8C6L5 whole entry, looked up): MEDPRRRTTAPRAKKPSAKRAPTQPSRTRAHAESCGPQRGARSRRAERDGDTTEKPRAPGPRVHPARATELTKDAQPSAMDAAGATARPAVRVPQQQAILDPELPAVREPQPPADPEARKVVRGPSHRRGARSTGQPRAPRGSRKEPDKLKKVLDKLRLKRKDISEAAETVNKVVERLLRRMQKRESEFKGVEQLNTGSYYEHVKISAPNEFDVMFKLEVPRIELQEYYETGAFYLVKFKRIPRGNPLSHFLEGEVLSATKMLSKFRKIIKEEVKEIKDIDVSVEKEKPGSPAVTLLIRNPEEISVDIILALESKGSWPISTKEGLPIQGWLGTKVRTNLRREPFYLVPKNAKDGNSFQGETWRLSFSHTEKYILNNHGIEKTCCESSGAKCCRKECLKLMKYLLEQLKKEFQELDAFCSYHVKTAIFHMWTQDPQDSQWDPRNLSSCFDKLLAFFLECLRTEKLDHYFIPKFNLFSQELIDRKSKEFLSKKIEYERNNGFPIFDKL
# An asterisk follows results filed as active.
SMILES,mcGAS RapidFire
O=C(c1ccno1)N(CCN1CCOCC1)c1nc2c(F)cc(F)cc2s1,3.9
Brc1cc2c(cc1CSc1nncs1)OCO2,-11.3
COc1cccc(NC(=O)CCC2CCN(Cc3nc4ccccc4n3C)CC2)c1,2.5
Cc1nn(-c2ccccc2)c(C)c1Cc1n[nH]c(Cc2ccccc2)n1,-7.1
Cc1cccc(N2C(=O)N(c3cccc(C)c3)C3CS(=O)(=O)CC32)c1 (stereo not given),-1.4
Cc1cc2cc(NC(=O)CCCNC(=O)C3CC3)ccc2[nH]1,-1.8
CNS(=O)(=O)c1cc(C(=O)N2CCc3sccc3C2)cc(C)c1C,-9.5
COc1ccc(C)cc1COc1ccccc1C(N)=O,-1.8
Cc1n[nH]c(C)c1CC(=O)N1CCC(c2[nH]ncc2-c2ccccc2)CC1,-22.4
CSc1ncc(CNC2CC(C)(C)Cc3c2cnn3-c2ccc(F)cc2)cn1 (stereo not given),-9.4
CCOc1ccccc1OCC(=O)N/N=C\c1cccc(OC(=O)/C=C/c2ccco2)c1,-9.2
CCC(NC(=O)CCc1c(C)nc2ncnn2c1C)c1ccc(Br)cc1 (stereo not given),-11.1
Cc1nnc(SCC(=O)N2CCC(C(=O)O)CC2)n1Cc1ccccc1,-2.4
CN1CCCC(CN2CCN(Cc3cc4n(n3)CCNC4)CC2)C1 (stereo not given),-4.4
CCNc1cc(Nc2ccccc2)c2c3c(onc13)-c1ccccc1C2=O,-1.7
Cn1c(CO[N+](=O)[O-])c(Br)c(=O)n(C)c1=O,-15.2
Cc1ccc(-n2nc(C)c(=O)c(-c3ccccc3)c2NC(=O)c2ccco2)cc1,-12.7
CCc1noc(CS(=O)(=O)C(C)c2ccc(F)cc2)n1 (stereo not given),7.7
O=C(CC(c1ccccc1)c1ccc(Cl)cc1)NCCN1CCOC1=O (stereo not given),-6.0
CCc1ccc(-c2nc(C)c(C(C)=O)n2O)cc1,-6.8
CC(=O)NC(=Nc1nc(C)cc(C)n1)Nc1cccc(C(F)(F)F)c1,-4.7
Cc1nn(CC(=O)N(C)C2CCS(=O)(=O)C2)c(C)c1S(=O)(=O)N(C)C (stereo not given),-36.4
Cc1sc2nc(C(C)N3CCCCC3C)[nH]c(=O)c2c1C (stereo not given),-54.3
O=C(CSc1nnc(-c2ccco2)o1)c1cc2ccccc2oc1=O,-14.3
CCc1nn2c(nnc3c(=O)n(N4CCN(C)CC4)ccc32)c1-c1ccc(Cl)cc1,-7.5

# Two records drawn at random from those above, as already listed:
SMILES,mcGAS RapidFire
Cc1nn(CC(=O)N(C)C2CCS(=O)(=O)C2)c(C)c1S(=O)(=O)N(C)C (stereo not given),-36.4
Cc1nnc(SCC(=O)N2CCC(C(=O)O)CC2)n1Cc1ccccc1,-2.4

# The results go on.
SMILES,mcGAS RapidFire
O=C(NCCNC(=O)C1CC1)c1sc(N2CCCC2)nc1Cl,-15.2
O=C(O)c1ccccc1C(c1ccc(O)cc1)c1ccc(O)cc1,4.6
CN(C)Cc1ccc(CNCc2cnc(-c3ccccc3)s2)cc1,-11.3
Cc1ccc(C(NC(=O)c2ccc(-n3cnnc3)cc2)c2cccs2)cc1 (stereo not given),-7.3
CC1=CC[C@@H]2CN(C(=O)CSc3nccn3C)C[C@@H]2C1,7.4
CC(C)CNc1ccc2c(n1)C(=O)N([C@H](C)C(=O)NCc1ccc(N(C)C)cc1)C2,7.0
COCCNC(=O)C1(C)CCCN(Cc2ccnc3ccccc23)C1 (stereo not given),-0.3
CNC(=O)C1CCCN(S(=O)(=O)N2CCCC2)C1 (stereo not given),-4.1
CCCC(C)N(C)S(=O)(=O)c1ccccc1C(=O)O (stereo not given),4.3
CCC(=O)NC1CCCN(Cc2csc(-c3ccccc3F)n2)C1 (stereo not given),-9.5
CCCCOC(=O)Nc1nnc(C(C)C)s1,0.5
COc1ccccc1C(=O)N1CCN(Cc2cccc3nccnc23)CC1,-16.6
O=C(NCC(c1cccc2ccccc12)N1CCCC1)C(=O)NC1CCCCC1 (stereo not given),-2.2
O=C1CC[C@@H](CN(Cc2ccncc2)C(=O)c2cn(Cc3ccccc3F)nn2)N1,-5.2
Cc1[nH][nH]c(=O)c1CC(=O)NCc1cnn(-c2cccc(F)c2)c1,-0.9
CCn1c2ccccc2c2cc(C3C(C#N)=C(C)N=C(C)C3C#N)ccc21 (stereo not given),1.1
O=C(COCc1nc2ccccc2s1)N1CCN(C2CCS(=O)(=O)C2)CC1 (stereo not given),1.9
CCCCOC(=O)C1=C(C)NC2=C(C(=O)CCC2)C1c1cc(Cl)c(O)c(OC)c1 (stereo not given),-4.3
CC(=O)Nc1cc(NC(C)=O)cc(C(=O)N2CC(C)CC(C)C2)c1 (stereo not given),-3.7
COc1ccc(NC(=O)CSc2nc3[nH]ncc3c(=O)[nH]2)cc1,-3.7
COc1ccc(NC(=O)C2(C)CCN2Cc2ccc3c(c2)OCCO3)cc1OC (stereo not given),-10.2
CC(O)(CC(=O)O)CC(=O)O,-1.5
COc1cccc(CN2CC(C(=O)N3CCC(Oc4cccnc4)CC3)CCC2=O)c1 (stereo not given),-8.5
O=C(O)CCCCCCCNc1ccn(OCc2ccccc2)c(=O)n1,-7.3
CC1CCc2c(sc3ncnc(OCC(=O)c4ccc(Cl)s4)c23)C1 (stereo not given),0.3
Clc1ccccc1OCCn1c2ccccc2c2nc3ccccc3nc21,-11.0
CC1CCCC(N2CC(C(=O)NNC(=O)c3cccs3)CC2=O)C1C (stereo not given),11.8
CCc1ccc(NC(=O)CNc2ccc(F)c(F)c2F)cc1,-0.9
CCOC(=O)CC(=O)CSC1=C(C#N)C(c2ccccc2F)C(C(=O)OCC)C(=O)N1 (stereo not given),-4.8

# Of the compounds above, these have fluorine.
SMILES,mcGAS RapidFire
O=C(c1ccno1)N(CCN1CCOCC1)c1nc2c(F)cc(F)cc2s1,3.9
CSc1ncc(CNC2CC(C)(C)Cc3c2cnn3-c2ccc(F)cc2)cn1 (stereo not given),-9.4
CCc1noc(CS(=O)(=O)C(C)c2ccc(F)cc2)n1 (stereo not given),7.7
CC(=O)NC(=Nc1nc(C)cc(C)n1)Nc1cccc(C(F)(F)F)c1,-4.7
CCC(=O)NC1CCCN(Cc2csc(-c3ccccc3F)n2)C1 (stereo not given),-9.5
O=C1CC[C@@H](CN(Cc2ccncc2)C(=O)c2cn(Cc3ccccc3F)nn2)N1,-5.2
Cc1[nH][nH]c(=O)c1CC(=O)NCc1cnn(-c2cccc(F)c2)c1,-0.9
CCc1ccc(NC(=O)CNc2ccc(F)c(F)c2F)cc1,-0.9
CCOC(=O)CC(=O)CSC1=C(C#N)C(c2ccccc2F)C(C(=O)OCC)C(=O)N1 (stereo not given),-4.8

# Gathered by group: the entries above with bromine (three)
SMILES,mcGAS RapidFire
Brc1cc2c(cc1CSc1nncs1)OCO2,-11.3
CCC(NC(=O)CCc1c(C)nc2ncnn2c1C)c1ccc(Br)cc1 (stereo not given),-11.1
Cn1c(CO[N+](=O)[O-])c(Br)c(=O)n(C)c1=O,-15.2

# Not all compounds are listed; count on the stated rates, not on these rows.
